IDH1 R132H inh: inhibitors of human IDH1 R132H | 70,000 compounds, 0.18% hits | IDH1 R132H reductase, diaphorase/resazurin fluorescence, 60 min | inhibition, % at 10 µM; in the data active = inhibition above about 34%; inconclusive = no clear call, values can overlap the other calls; inactive = below about 11%;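 note: 0% = DMSO and 100% = no enzyme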
Target sequence (O75874 whole entry R132H): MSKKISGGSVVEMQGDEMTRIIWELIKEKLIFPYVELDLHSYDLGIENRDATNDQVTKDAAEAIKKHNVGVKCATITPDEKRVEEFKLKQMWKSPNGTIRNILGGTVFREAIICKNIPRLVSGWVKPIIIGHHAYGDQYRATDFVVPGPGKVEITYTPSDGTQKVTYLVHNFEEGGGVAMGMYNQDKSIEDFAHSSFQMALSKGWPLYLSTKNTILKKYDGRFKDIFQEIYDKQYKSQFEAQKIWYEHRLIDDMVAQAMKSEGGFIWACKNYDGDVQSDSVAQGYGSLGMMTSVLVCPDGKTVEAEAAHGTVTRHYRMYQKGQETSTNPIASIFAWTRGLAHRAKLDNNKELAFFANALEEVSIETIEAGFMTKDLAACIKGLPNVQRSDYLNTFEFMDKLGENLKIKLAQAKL
EZH2 inh: EZH2 (human) methyltransferase inhibition | Q15910 | PRC2 H3K27 methylation, DELFIA TRF, 1 h | inhibition, % at 12.5 µM | 57,000 compounds, 0.35% hits | AID 651548;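 active = mean inhibition of replicates at least 50% and every single replicate also reaching 50%; inconclusive = mean inhibition at least 50% but some replicate falls below 50%; inactive = mean inhibition under 50%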;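 note: dimethyl H3K27 on biotinylated H3 21-44 peptide detected by antibody; plate controls were median neutral control wells for no effect and median positive control wells for full effect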
Starred values were filed as active, the others as inactive; ? = inconclusive; / = no result given.

Start of the listing, in advance, four compounds:
Sequence of screens: IDH1 R132H inh | EZH2 inh
1: C[C@H]1CN([C@@H](C)CO)C(=O)c2cccc(NC(=O)Nc3ccc(F)cc3)c2O[C@@H]1CN(C)CC1CC1
  / | 2.6
2: Cc1ccc(N(CC(N)=O)S(C)(=O)=O)c(C)c1
  1.1 | 8.5
3: CN1CCN(C(=O)C[C@@H]2C[C@H]3c4cc(NC(=O)Nc5ccc(F)cc5)ccc4O[C@H]3[C@H](CO)O2)CC1
  -1.6 | 2.5
4: C[C@@H]1CN([C@H](C)CO)C(=O)c2cc(C#CCN(C)C)cnc2O[C@H]1CN(C)C(=O)c1cnccn1
  -0.5 | 6.2

All compounds of this part (from the top)
Sequence of screens: IDH1 R132H inh | EZH2 inh
1: C[C@H]1CN([C@@H](C)CO)C(=O)c2cccc(NC(=O)Nc3ccc(F)cc3)c2O[C@@H]1CN(C)CC1CC1
  / | 2.6
2: Cc1ccc(N(CC(N)=O)S(C)(=O)=O)c(C)c1
  1.1 | 8.5
3: CN1CCN(C(=O)C[C@@H]2C[C@H]3c4cc(NC(=O)Nc5ccc(F)cc5)ccc4O[C@H]3[C@H](CO)O2)CC1
  -1.6 | 2.5
4: C[C@@H]1CN([C@H](C)CO)C(=O)c2cc(C#CCN(C)C)cnc2O[C@H]1CN(C)C(=O)c1cnccn1
  -0.5 | 6.2
5: CC(C)C#Cc1ccc2c(c1)O[C@H](CN(C)Cc1ccccc1)[C@@H](C)CN([C@@H](C)CO)S2(=O)=O
  0.2 | 32.0
6: C[C@@H]1CN([C@@H](C)CO)C(=O)c2cccc(NC(=O)Nc3ccc(C(F)(F)F)cc3)c2O[C@@H]1CN(C)Cc1ccccc1
  2.8 | /
7: COc1ccc(NS(=O)(=O)c2ccc(I)cc2)cc1N1CCN(C)CC1
  -0.8 | 5.5
8: O=c1c(O[C@@H]2O[C@H](CO[C@@H]3O[C@H](CO)[C@@H](O)[C@H](O)[C@H]3O)[C@@H](O)[C@H](O)[C@H]2O)c(-c2ccc(O)cc2)oc2cc(O)cc(O)c12
  -0.6 | /
9: COc1cc(Cl)c(C)cc1NC(=O)CN(C)S(=O)(=O)c1ccccc1
  -0.4 | 21.7
10: COC(=O)c1cc(NC(=O)COc2c(C)cc(Cl)cc2Cl)cc(C(=O)OC)c1
  -0.3 | 7.6
11: C[C@@H]1CN([C@@H](C)CO)C(=O)c2cc(C3=CCCCC3)cnc2O[C@@H]1CN(C)C(=O)NC1CCCC1
  / | 0.2
12: CCCC#Cc1cnc2c(c1)C(=O)N([C@H](C)CO)C[C@H](C)[C@H](CN(C)S(C)(=O)=O)O2
  5.8 | 1.5
13: Cc1ccc(S[C@]2(C(=O)NCC(F)(F)F)CC(=O)N(C3CCCCC3)[C@@H]2c2ccc(CO)cc2I)cc1
  / | -0.4
14: C[C@@H]1CN([C@H](C)CO)C(=O)c2cc(NS(=O)(=O)c3ccc(F)cc3)ccc2O[C@@H]1CN(C)S(=O)(=O)c1cccs1
  1.6 | /
15: C[C@H](CO)N1C[C@H](C)[C@@H](CN(C)C(=O)Nc2ccc(F)cc2)Oc2ccc(NC(=O)Cc3ccccc3)cc2CC1=O
  -0.8 | /
16: C[C@H]1CN([C@@H](C)CO)C(=O)c2cc(NS(=O)(=O)c3ccc(Cl)cc3)ccc2O[C@@H]1CN(C)S(=O)(=O)c1cccs1
  -0.5 | /
17: CC1(C)CC(=O)C=C(NCC2CCN(C(=S)Nc3ccccc3)CC2)C1
  0.4 | -3.5
18: CO[C@@H]1CN(C)C(=O)c2cc(NC(=O)c3cc(C)on3)ccc2OC[C@@H](C)N(C(C)=O)C[C@@H]1C
  0.1 | -2.8
19: C[C@H]1CN([C@@H](C)CO)S(=O)(=O)c2ccc(C#CCN(C)C)cc2O[C@H]1CN(C)C(=O)C1CCC1
  -2.8 | -7.5
20: CC(=O)N(C)C[C@@H]1Oc2cc(C#Cc3cccc(F)c3)ccc2S(=O)(=O)N([C@@H](C)CO)C[C@H]1C
  -2.3 | -9.0
21: CN(C)CC(=O)Nc1ccc2c(c1)[C@@H]1C[C@@H](CC(=O)NCc3ccncc3)O[C@H](CO)[C@@H]1O2
  -0.2 | -0.8
22: COc1ccccc1S(=O)(=O)N[C@H]1CC[C@H](CCNC(=O)C2CCCC2)O[C@H]1CO
  ? | -12.1
23: COc1ccccc1C#Cc1ccc2c(c1)O[C@H](CN(C)Cc1cccnc1)[C@@H](C)CN([C@H](C)CO)S2(=O)=O
  / | 3.9
24: CCCNC(=O)Nc1ccc2c(c1)OC[C@H](C)N(C(=O)C1CCOCC1)C[C@H](C)[C@@H](OC)CN(C)C2=O
  0.3 | 12.8
25: Cc1cc(Br)ccc1NC(=O)Cn1ccc([N+](=O)[O-])n1
  0.2 | -9.4
26: C[C@@H]1CN([C@H](C)CO)C(=O)c2cccc(NS(C)(=O)=O)c2O[C@H]1CN(C)Cc1ccccc1
  3.0 | 2.1
27: Cc1ccc(S(=O)(=O)N(C)C[C@@H]2Oc3ncc(C#Cc4ccc(F)cc4)cc3C(=O)N([C@H](C)CO)C[C@@H]2C)cc1
  0.1 | /
28: C[C@@H]1CN([C@@H](C)CO)C(=O)c2cc(NS(=O)(=O)c3cn(C)cn3)ccc2O[C@H]1CN(C)CC1CC1
  2.1 | -3.7
29: COc1ccc(CN(C)C[C@@H]2Oc3ccc(NS(=O)(=O)c4ccc(Cl)cc4)cc3CC(=O)N([C@H](C)CO)C[C@@H]2C)cc1
  -1.5 | -3.4
30: O=C(C[C@H]1C[C@H]2c3cc(NS(=O)(=O)c4ccc(F)cc4)ccc3O[C@H]2[C@@H](CO)O1)NCc1ccncc1
  0.1 | -2.8
31: C[C@H](CO)N1C[C@H](C)[C@H](CN(C)CC2CCCCC2)Oc2c(NS(=O)(=O)c3ccc(F)cc3)cccc2C1=O
  0.0 | -3.0
32: CC(C)NC(=O)N(C)C[C@H]1Oc2ccc(NC(=O)CCCCCC(=O)Nc3ccccc3N)cc2CC(=O)N([C@@H](C)CO)C[C@@H]1C
  -0.2 | 19.8
33: O=C(Nc1ccc2c(c1)[C@H]1C[C@H](CC(=O)N3CCOCC3)O[C@@H](CO)[C@H]1O2)C1CCOCC1
  0.1 | -10.5
34: C[C@@H]1CN([C@@H](C)CO)S(=O)(=O)c2ccc(Br)cc2O[C@H]1CN(C)CC1CCCC1
  -0.4 | -8.0
35: C[C@@H]1CN([C@H](C)CO)C(=O)Cc2cc(NC(=O)c3ccncc3)ccc2O[C@@H]1CN(C)S(C)(=O)=O
  / | 3.7
36: O=C(C[C@@H]1CC[C@H](NC(=O)c2ccncc2)[C@@H](CO)O1)NCC1CCCCC1
  0.1 | 6.9
37: COc1ccccc1/C=C/C(=O)N1CCCC(c2ccccc2)C1 (stereo not given)
  -3.8 | 22.5
38: COc1ccc(S(=O)(=O)N(C)C[C@H]2Oc3ccc(NS(=O)(=O)c4ccc(C)cc4)cc3CC(=O)N([C@H](C)CO)C[C@H]2C)cc1
  1.6 | /
39: N#CCCN(Cc1ccco1)C(=S)Nc1ccccc1
  0.2 | 9.9
40: CCCCc1nc2ccn(CC(=O)N(C)C)c(=O)c2n1Cc1ccc(-c2ccccc2-c2nn[nH]n2)cc1
  -0.2 | 6.5
41: C[C@@H]1CN([C@H](C)CO)C(=O)c2cc(NC(=O)C3CCCCC3)ccc2O[C@@H](C)CCCCO[C@@H]1CN(C)Cc1ccncc1
  3.1 | 7.5
42: COCCNC(=O)C[C@@H]1C=C[C@@H](NS(=O)(=O)c2ccc(C)cc2)[C@@H](CO)O1
  -0.1 | 10.9
43: Cc1cc(Cl)c(S(=O)(=O)Nc2ccc(I)cc2)cc1OCC(N)=O
  0.2 | 2.5
44: COc1ccc(S(=O)(=O)N(C)C[C@H]2Oc3c(NC(=O)Nc4cccc5ccccc45)cccc3C(=O)N([C@@H](C)CO)C[C@@H]2C)cc1
  -1.6 | /
45: CO[C@H]1CN(C)C(=O)c2cc(NC(=O)C3CCOCC3)ccc2OC[C@@H](C)N(Cc2nccs2)C[C@@H]1C
  0.1 | 5.4
46: Cc1noc(C)c1NC(=O)Nc1ccc2c(c1)CC(=O)N([C@@H](C)CO)C[C@H](C)[C@H](CN(C)Cc1ccc(C(=O)O)cc1)O2
  3.6 | /
47: CNC[C@H]1Oc2ccc(N)cc2C(=O)N([C@H](C)CO)C[C@@H]1C
  1.9 | -3.5
48: Cc1ccc(S(=O)(=O)Nc2cccc3c2O[C@H](CN(C)Cc2ccc(Cl)c(Cl)c2)[C@@H](C)CN([C@H](C)CO)C3=O)cc1
  -2.4 | /
49: COc1ccccc1S(=O)(=O)N[C@H]1C=C[C@H](CC(=O)N2CCOCC2)O[C@H]1CO
  0.5 | -31.2
50: c1ccc(CCn2c3ccccc3c3nnc(SCc4ccc5nonc5c4)nc32)cc1
  0.1 | 11.2
51: O=C(NCCCN1CCCC1=O)c1cc(-c2ccncc2)nc2ccc(Br)cc12
  0.3 | -14.9
52: C[C@@H]1CN([C@@H](C)CO)C(=O)CCCn2nncc2CO[C@@H]1CN(C)Cc1ccc(O)cc1
  7.7 | 5.1
53: CC(C)NC(=O)Nc1cccc2c1O[C@@H](CN(C)Cc1ccc(Cl)c(Cl)c1)[C@@H](C)CN([C@H](C)CO)C2=O
  -0.8 | 0.2
54: CO[C@@H]1CN(C)C(=O)c2ccc(NS(C)(=O)=O)cc2OC[C@@H](C)N(Cc2cncnc2)C[C@H]1C
  0.0 | 8.3
55: CNC[C@H]1OCCCC[C@@H](C)Oc2ccc(NC(=O)Cc3ccccc3)cc2C(=O)N([C@@H](C)CO)C[C@H]1C
  / | 0.8
56: COc1ccccc1-c1cnc2c(c1)C(=O)N([C@@H](C)CO)C[C@@H](C)[C@@H](CN(C)CC1CCOCC1)O2
  1.5 | 9.5
57: C[C@@H]1CCCCO[C@@H](CN(C)S(C)(=O)=O)[C@@H](C)CN([C@H](C)CO)C(=O)c2cc(NC(=O)Nc3cccc4ccccc34)ccc2O1
  1.6 | /
58: CCCN1C[C@@H](C)[C@H](OC)CN(C)C(=O)c2ccc(NC(=O)C3CCC3)cc2OC[C@@H]1C
  0.1 | 2.1
59: C[C@@H]1CN([C@H](C)CO)S(=O)(=O)c2ccc(-c3ccncc3)cc2O[C@H]1CN(C)C(=O)CN(C)C
  0.2 | 9.7
60: CCCC(=O)Nc1ccc2c(c1)C(=O)N(C)C[C@H](OC)[C@H](C)CN(C(=O)C1CCCC1)[C@H](C)CO2
  0.0 | -11.3

New compounds follow.
Sequence of screens: IDH1 R132H inh | EZH2 inh
61: COc1ccc(NC(=O)C(C)N(c2ccc(C)c(C)c2)S(C)(=O)=O)cc1 (stereo not given)
  -0.6 | -15.7
62: Cc1ccc(S(=O)(=O)N(C)C[C@H]2Oc3c(NC(=O)Nc4ccc(F)cc4)cccc3C(=O)N([C@@H](C)CO)C[C@@H]2C)cc1
  -1.9 | -20.8
63: COc1ccc(C2CC(=O)Oc3ccc(C(C)(C)C)cc32)cc1 (stereo not given)
  / | 36.3
64: C[C@H](CO)N1C[C@H](C)[C@@H](CN(C)Cc2ccc(C(=O)O)cc2)Oc2ccc(NC(=O)CCCN(C)C)cc2C1=O
  3.5 | -4.6
65: CO[C@H](CN(C)C(=O)Nc1ccc(Cl)cc1)[C@H](C)CN(Cc1ccccc1Cl)[C@@H](C)CO
  -0.5 | 29.1
66: C[C@@H]1CN([C@H](C)CO)C(=O)Cc2cc(NC(=O)C3CC3)ccc2O[C@@H]1CN(C)C(=O)Nc1ccccc1
  1.9 | /
67: C[C@H]1CN([C@@H](C)CO)C(=O)c2cc(-c3ccccc3F)cnc2O[C@@H]1CN(C)Cc1cccc(F)c1
  -0.6 | -0.8
68: COc1ccc(NC(=O)Nc2cccc3c2O[C@H](CN(C)S(=O)(=O)c2ccc(C)cc2)[C@@H](C)CN([C@H](C)CO)C3=O)cc1
  -0.2 | /
69: COc1ccccc1-c1ccc2c(c1)O[C@H](CN(C)C(=O)c1cccnc1)[C@@H](C)CN([C@H](C)CO)S2(=O)=O
  -0.9 | 2.6
70: Cc1ccc(S(=O)(=O)N(C)C[C@@H]2OCCCC[C@@H](C)Oc3ccc(N(C)C)cc3C(=O)N([C@H](C)CO)C[C@H]2C)cc1
  -9.0 | -16.6
71: Cc1cc(C(=O)Nc2cccc3c2O[C@@H](CN(C)Cc2ccncc2)[C@H](C)CN([C@H](C)CO)C3=O)n(C)n1
  4.5 | 0.6
72: COc1ccccc1-c1cn(CC[C@H]2CC[C@H](NC(=O)C3CC3)[C@@H](CO)O2)nn1
  -0.5 | 1.5
73: O=C(Cc1ccncc1)NCC[C@@H]1CC[C@H](NC(=O)C2CCOCC2)[C@@H](CO)O1
  -0.1 | 9.2
74: C[C@]12CC[C@@H]3c4ccc(O)cc4CC[C@H]3[C@@H]1C[C@@H](O)[C@@H]2O
  -0.8 | -7.0
75: Cc1ccc(S(=O)(=O)N[C@@H]2CC[C@@H](CCn3cc(-c4ccccc4F)nn3)O[C@@H]2CO)cc1
  -0.1 | 5.4
76: O=C(N/N=C/c1ccccc1[N+](=O)[O-])c1ccccc1O
  -0.4 | -4.3
77: O=C(CN1C(=O)c2ccc([N+](=O)[O-])cc2C1=O)Nc1ccccc1-c1ccccc1
  -0.5 | -11.9
78: Cc1noc(C)c1S(=O)(=O)N(C)C[C@H]1Oc2c(NS(=O)(=O)c3cn(C)cn3)cccc2C(=O)N([C@H](C)CO)C[C@@H]1C
  0.0 | /
79: COc1ccccc1N(CC(=O)Nc1ccc(I)cc1C)S(C)(=O)=O
  0.2 | 8.2
80: Cc1ccc(S(=O)(=O)N(C)C[C@H]2Oc3c(NC(=O)Nc4ccc5c(c4)OCO5)cccc3C(=O)N([C@H](C)CO)C[C@H]2C)cc1
  -2.3 | /
81: CO[C@@H]1CN(C)C(=O)c2ccc(NC(=O)C3CCCCC3)cc2OC[C@@H](C)N(C(=O)Nc2ccc(C(F)(F)F)cc2)C[C@H]1C
  0.6 | -29.9

Only part of the results is shown; rates above refer to the full screens.
